H9c2 protect: protects H9c2 cardiomyocytes from peroxide injury; H2O2 injury protection, ATPLite, 2 h; protection from H2O2 cell death, % at 20 µM; hit rate 0.63% among 360,000; AID 588492;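 active = compounds giving at least 50% protection of heart cells from peroxide-induced death in the single-dose screen, raw or plate-pattern-corrected value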;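 note: 0% = DMSO wells with peroxide and 100% = DMSO wells without peroxide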
HTR2A ag: activates the mouse 5-HT2A serotonin receptor. activation, % at 7.6 µM. AID 624169. hit rate 0.66% among 360,000. P35363. CHO-K1 mHTR2A beta-arrestin complementation, luminescence; percent of 30 µM serotonin response;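 active = activation above a run cutoff, the mean activation of all tested compounds plus 3 SD, cut at about 14% in these data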;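 note: 0% = plate median of compound wells and 100% = 30 µM serotonin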
TLR9-MyD88 inh: TLR9-MyD88 interaction inhibition. Q9NR96+Q99836. CHO BLA complementation TLR9-MyD88, CCF4 FRET ratio. inhibition, % at 4.98 µM. hit rate 0.21% among 340,000. AID 504734;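 active = inhibition above the mean over all tested compounds plus 3 SD, cut at about 21% in these data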;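 note: 0% = DMSO only wells and 100% = clavulanate BLA inhibitor control wells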
MC4R antagonist: blocks human MC4R cAMP signaling. MC4R-expressing cells, MTII-stimulated cAMP, LANCE TR-FRET. inhibition, % at 6.5 µM. hit rate 0.48% among 360,000;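 active = inhibition above its plate's cutoff, the mean of tested wells on that plate plus 3 SD, cut at about 29% in these data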;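 note: 0% = Melanotan II alone and 100% = Melanotan II plus saturating MCL0020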
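Material: human MC4R-expressing U2OS cells. Probe or stimulus: Melanotan II challenge. Dosing: 6.5 µM single dose. Times: 30-min compound, 1-h challenge, 1-h detection, room temperature. Technique: TR-FRET with Eu-cAMP and labeled anti-cAMP, 671 nm. Replication: singlicate.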
NOD2-RIPK2 inh: blocks binding of human NOD2 to RIPK2. CHO BLA complementation NOD2-RIPK2, CCF4 ratio. O43353. hit rate 0.38% among 360,000. inhibition, % at 4.98 µM. AID 624267; in the data active = inhibition above about 21%;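 note: 0% = vehicle only and 100% = reference blocker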
MC4R barr agon: human MC4R agonism via beta-arrestin; AID 540308; U2OS MC4R beta-arrestin complementation, luminescence; percent of melanotan II response, DMSO zero; activation, % at 8.9 µM; hit rate 0.98% among 360,000;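 active = activation above a per-plate cutoff, the mean activation of sample wells on that plate plus 3 SD, cut at about 8% in these data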
ABCB6 inh 2: human ABCB6 transporter inhibition. Q9NP58. K562-ABCB6 porphyrin accumulation, flow cytometry, 1 h; active compounds read low. fluorescence ratio to DMSO, % at 10 µM. hit rate 0.19% among 360,000. AID 602162;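 active = fluorescence ratio to DMSO below 75%, the collection mean minus 3 SD; inconclusive = too few cells collected in the well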;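 note: signal is porphyrin accumulated inside mitochondria; 100% equals median channel fluorescence of DMSO control wells; lower ratio means ABCB6 inhibition with less porphyrin fluorescence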
N-glyco inh: N-linked glycosylation inhibition | D54 ERlucT glycosylation luciferase reporter, 24 h; percent of 100 nM tunicamycin response | reporter increase, % at 12.5 µM | hit rate 0.23% among 360,000 | AID 588692;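 active = mean luciferase reporter signal, scaled so untreated is 0 and the glycosylation-blocking control 100, at or above a set limit in every replicate; inconclusive = mean reaches the limit but not every replicate does; inactive = mean below the limit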;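 note: luciferase carries N-glycosylation sites so blocking glycosylation raises the light; 0% = median of neutral control wells and 100% = median of 100 nM tunicamycin wells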
NCOA2 inhibitor: human SRC2 (NCOA2) inhibition; Q15596; HEK293 GAL4-SRC2 luciferase reporter, luminescence; inhibition, % at 9 µM; hit rate 0.17% among 370,000;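 active = inhibition above the mean inhibition of all tested compounds plus 3 SD, set per campaign, cut at about 52% in these data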;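 note: 0% = DMSO treated cells and 100% = cells given Gossypol at 36 µM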
ABHD5-PLIN5 inh: inhibitors of human ABHD5-perilipin-5 interaction. Q00G26+Q8WTS1. Split G. princeps luciferase complementation, luminescence, 4 h. inhibition, % at 4 µM. hit rate 0.78% among 360,000;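 active = inhibition above the mean inhibition across every tested compound plus 3 SD, cut at about 22% in these data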;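 note: 0% = DMSO only wells and the 100% control is not disclosed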
An asterisk follows results filed as active; ? = inconclusive; . = no result given; & = joins results of further samples; ! = not confirmed by another sample. Only part of the results is shown; rates above refer to the full screens.

no.	SMILES	NOD2-RIPK2 inh	NCOA2 inhibitor	ABCB6 inh 2	HTR2A ag	MC4R antagonist	N-glyco inh	H9c2 protect	TLR9-MyD88 inh	ABHD5-PLIN5 inh	MC4R barr agon
1	COC(CNS(=O)(=O)c1ccc(S(=O)(=O)NC2CC2)cc1)OC	13	8	99	5	8	0	-9	-1	1	1.2
2	C/C(=C\c1ccccc1)C(=O)N1CCN(Cc2ccc3c(c2)OCO3)CC1	-2	0	98	0	28	-2	1	-4	-1	-0.2
3	Cc1ccc(N2C(=O)c3ccc(C(=O)N4CCN(Cc5ccccc5)CC4)cc3C2=O)cc1	-4	-11	93	-1	1	1	6	-1	3	0.6
4	CCN1CCN(c2nc3c(c(=O)[nH]c(=O)n3C)n2CCCSc2ncccn2)CC1	4	-23	98	-5	1	1	-2	0	1	-0.8
5	COc1nc(OC/C(N)=N/O)nc(N2CCOCC2)n1	-2	-17	94	-3	0	1	3	5	0	-1.6
6	COc1ccc(-n2c(SCC(=O)Nc3nccs3)nc3c(c2=O)SC(C)C3)cc1 (configuration not stated)	3	4	99	2	14	5	-6	-3	-18	1.1
7	Cn1c(SCC(=O)NC2CCCCCC2)nnc1-c1ccco1	-3	-5	98	6	-4	0	-1	0	2	-2.2
8	COc1ccccc1N(C)S(=O)(=O)c1ccc(C(=O)Nc2ncc(C)s2)cc1	2	10	93	-17	6	-4	5	-8	-12	6.3
9	CCOc1cc(NC(=S)NCCCOC)c(OCC)cc1NC(=O)c1cccs1	-1	1	102	-2	14	-1	1	5	-7	0.4
10	O=C(Nc1ccc(S(=O)(=O)NCc2ccccc2)cc1)c1ccccc1[N+](=O)[O-]	-5	-3	99	-5	7	-2	-8	1	5	-0.8
11	CCOC(=O)Nc1cccnc1Sc1ccc(Cl)cc1	7	7	100	-5	5	-2	1	1	-11	0.5
12	CN(C)CCNC(=O)c1c(NC(=O)c2ccccc2)sc2c1CCCC2	-6	-28	99	-5	-1	5	11	-1	8	-0.1
13	C/C=C\C=C/C(=O)Nc1cccc(C2=NOC3(C2)C[C@@H](C(N)=O)N(C(=O)C2(C)CC2)C3)c1 (some centres not stated)	2	20	89	5	-2	0	-2	3	0	-1.3
14	O=C(/C=C/c1cc2c(cc1Br)OCO2)NCc1ccc(Cl)cc1	-4	10	88	12	5	2	3	5	2	4.0
15	COC(CNC(=O)c1cccnc1)OC	4	4	98	3	21	1	-8	12	3	0.9
16	Cc1c(C(=O)NCc2ccccc2C(F)(F)F)sc(=O)n1Cc1ccccc1C#N	-7	1	101	0	14	-3	4	.	0	0.5
17	CCCCNC(=O)c1ccc2nc(CC)c(N(CC)CCOC)n2c1	-4	-8	102	0	1	-1	6	.	-2	-0.2
18	O=C(CN1C(=O)/C(=C/c2ccc(C(F)(F)F)cc2)Sc2ccccc21)NCCCN1CCOCC1	5	8	99	-9	2	7	12	-3	-3	-3.1
19	CCN1C(=O)/C(=C/c2ccc(C)s2)SC1=Nc1ccc(OC)cc1	12	2	98	9	15	1	-16	4	-2	-1.9
20	COc1ccc(NC(=O)CN(C)CC(=O)Nc2ccccc2SC)cc1	-10	-1	97	0	-5	0	10	6	0	0.0
21	O=C(Cc1n[nH]c(=O)c2ccccc12)NC(c1ccccc1)c1ccccc1	2	0	100	1	13	-2	2	-7	-3	0.6
22	COc1ccc(CN(CCC(c2ccco2)C(C)C)C(C)=O)cc1OC (configuration not stated)	1	-1	96	7	4	-1	-4	-7	5	-1.3
23	CCOc1ccccc1OCC(=O)OCC(=O)NNC(=O)c1ccc([N+](=O)[O-])cc1	0	-14	98	1	14	-1	-1	-3	-1	-3.8
24	O=C1CCCN1c1ccc(S(=O)(=O)N2CCCCC2)cc1[N+](=O)[O-]	-29	2	96	1	28	-1	-4	-5	-3	-1.9
25	COC(=O)N1[C@H](C)C=C[C@]1(Cc1ccccc1)C(=O)NCCCNc1ncc(C(F)(F)F)cc1Cl	-1	-12	99	0	1	-1	-3	-13	-6	2.8
26	CCN1CCN(Cc2ccc(NC(=O)c3ccc(C)c(NC(=O)c4c[nH]c5cc(C(F)(F)F)ccc5c4=O)c3)cc2C(F)(F)F)CC1	3&0	16&21	93&85	1&-7	-2&5	-22&-20	-45&-16	3&-5	12&3	12*!
27	CCOC(=O)C1=C(CC)Nc2ccccc2N=C1NC(=O)c1cccc(S(=O)(=O)N2CCOCC2)c1	-6	-17	95	0	0	2	13	-1	3	-1.1
28	COc1ccc(N(CC(=O)NCc2ccncc2)S(=O)(=O)c2ccc(C)c([N+](=O)[O-])c2)cc1	6	25	98	1	14	-1	4	-3	2	-0.7
29	CCOc1ccc(S(=O)(=O)NCc2ccccn2)cc1NC(=O)c1ccccc1F	1	0	104	-2	-31	?	0	10	-5	-0.1
30	Cc1ccc(-n2nnnc2SCC(=O)N2CCNC2=O)cc1C	-6	-7	98	3	2	0	8	-7	3	-0.4
31	CCc1cccc2c1Sc1ccccc1CC2N1CCNCC1 (configuration not stated)	-1	8	93	-12	-1	-5	-15	-2	8	2.6
32	Cc1ccccc1OC1CCN(C(=O)C2CCC(=O)N(C3CCCC3)C2)CC1 (configuration not stated)	2	12	97	-5	0	0	-2	-7	8	-1.8
33	O=C(Nc1cnccn1)c1ccc(F)cc1Cl	1	-22	92	-8	5	-1	2	-5	5	-0.2
34	N#Cc1ccccc1Sc1ccccc1C(=O)OCC(N)=O	0	-3	98	-5	-1	2	-5	3	1	-2.2
35	CCCc1nc2oc3c(NCc4ccccn4)ncnc3c2c2c1COC(C)(C)C2	-9	10	81	2	11	2	15	-1	1	-0.5
36	Cc1cccc(OCc2nnc(SCC(=O)NCCc3ccccc3)o2)c1	-2	7	93	-4	15	-1	-2	-4	0	0.4
37	COc1ccc(C(=O)NCCc2cc3ccc(C)c(C)c3[nH]c2=O)cc1OC	-7	-39	96	-1	0	0	-3	6	-6	0.6
38	N#CCSc1nc2ccc(N3CCOCC3)cc2c(=O)n1CCc1ccccc1	2	10	95	-1	4	-3	14	-3	-3	-2.1
39	O=C(CCC(=O)Nc1cccc(Cl)c1)N/N=C/c1cc([N+](=O)[O-])ccc1O	-2	-1	100	-2	4	2	48	0	8	-2.3
40	COc1ccc(-n2nnnc2SCC(=O)Nc2nnc(C)s2)cc1	7	-23	97	3	9	2	-10	8	0	1.7
41	CC(C)OCC1CC(CC(=O)Nc2ccc([N+](=O)[O-])cc2)C(=O)O1 (configuration not stated)	4	-13	107	0	10	-2	1	-4	-6	-1.7
42	CC(C)c1ccc(NC(=O)C2Cc3c(-c4cccc(F)c4)ccnc3O2)cc1 (configuration not stated)	-5	-14	97	12	6	-10	-15	.	0	3.0
43	COc1ccc(-c2c(C(C)=O)c(C)n(C)c2C)cc1	-9	9	97	-1	-4	3	-4	3	-5	0.4
44	O=[N+]([O-])c1ccc(CSc2nnc(Cc3ccccc3)n2-c2ccc(F)cc2)cc1	1	2	101	-4	0	-9	3	3	0	-1.1
45	CC(C)(C)C1(C)OC(C(=O)NC2CCCCC2)C(C(=O)NC2CCCCC2)O1 (configuration not stated)	12	14	100	3	13	-1	-2	2	1	0.7
46	CC(C)c1nnc(NC(=O)c2cccc(-n3cnnn3)c2)s1	4	-19	99	-2	-2	1	5	-4	6	-0.9
47	COc1ccccc1N(C)S(=O)(=O)c1ccc(C(=O)N(C)Cc2cccc(F)c2)cc1	0	25	97	-8	-1	0	4	-8	-7	-2.2
48	Nc1ncnc2[nH]c(=S)[nH]c12	-9	-4	95	17*	1	2	2	-8	0	-1.6
49	CCC1CCCCN1CCCNC(=O)CSc1nc2nc(C)c(Cc3ccccc3)c(C)n2n1 (configuration not stated)	-4	-1	101	10	1	-4	2	-12	10	0.8
50	COc1ccc(-n2cnnc2SCC(=O)N2CCN(c3ccccc3)CC2)cc1	-4	9	95	2	1	1	0	5	3	-0.2

(more compounds)
no.	SMILES	NOD2-RIPK2 inh	NCOA2 inhibitor	ABCB6 inh 2	HTR2A ag	MC4R antagonist	N-glyco inh	H9c2 protect	TLR9-MyD88 inh	ABHD5-PLIN5 inh	MC4R barr agon
51	C=CCN1C(=O)CC(C(=O)NC)SC1=Nc1ccc(C(=O)OCC)cc1 (configuration not stated)	6	-15	99	1	0	0	2	-5	0	0.6
52	Cc1ccc(S(=O)(=O)c2nc(-c3ccccc3F)oc2N2CC(C)OC(C)C2)cc1 (configuration not stated)	-5	-15	96	4	5	-6	-4	-7	-4	-3.4
53	CCC(C)NC(=O)c1ccc(CNS(=O)(=O)c2ccc3c(c2)C(C)(C)C(=O)N3C)cc1 (configuration not stated)	-6	7	100	-2	3	2	3	-2	-3	-1.0
54	CSc1ccccc1NC(=O)CN(C)C(=O)COc1cccc2cccnc12	-1	-13	110	8	-5	1	-2	1	-7	-2.8
55	CCS(=O)CCSC(=N)N (configuration not stated)	-2	14	105	6	1	-1	-4	5	4	1.2
56	Nc1c(N(CCC2=CCCCC2)C(=O)CCCOc2ccccc2)c(=O)[nH]c(=O)n1Cc1ccccc1	-1	-22	95	-1	5	-1	0	8	-3	-2.5
57	COc1ccc(C(=O)CC(=O)c2ccc(F)cc2)cc1	1	-47	92	-4	-1	-2	13	.	-5	7.3
58	CCCNC(=O)C1(C)CCN(Cc2ccc3ccccc3c2Br)C1 (configuration not stated)	0	22	100	-10	12	-3	-9	.	-3	1.0
59	O=C(CN1C(=O)c2cccc3cccc1c23)Nc1ccccc1	-1	-5	96	0	0	-6	-3	6	4	2.0
60	CCOC(=O)C(C)N1C(=O)S/C(=C/c2cc(C)n(-c3ccccn3)c2C)C1=O (configuration not stated)	1	-53	95	1	9	-5	0	-12	-4	0.5
61	CCn1c(C)cs/c1=N\C(=S)Nc1ccccc1C	-13	-4	100	5	3	1	-8	-11	-1	0.9
62	O=C(CN1CCSC1=O)Nc1ccc(N2CCOCC2)cc1	1	-72	102	-1	2	2	-4	-8	4	-1.5
63	COc1ccccc1Nc1cc(C)nc(Nc2ccccc2OC)n1	-4	3	99	-4	8	-2	-6	-12	7	0.8
64	Cc1ccc(S(=O)(=O)N(Cc2cccc(F)c2)C(=O)N2CCN(C)CC2)cc1	-3	.	94	12	12	4	6	0	10	-1.4
65	CCC(C)NS(=O)(=O)c1ccc(NS(C)(=O)=O)cc1 (configuration not stated)	-8	-2	94	3	-5	-1	1	6	0	0.3
66	Cc1c(C(=O)NCc2ccc3c(c2)OCCO3)sc(=O)n1Cc1ccccc1F	2	-26	99	-5	10	-2	3	.	1	-0.1
67	Cc1c(NC(C)c2ccccc2O)c(=O)n(-c2ccccc2)n1C (configuration not stated)	-3	2	54*	-2	0	2	3	-2	-1	-2.4

Screening results (PubChem BioAssay)
